# Screens deposited in PubChem BioAssay by NCI.
# All columns: NCI-60 one-dose screen, growth in % after 48 h at 10 µM unless noted; 100 = growth as untreated, 0 = no growth, -100 = all killed.
# HL-60(TB) – HL-60(TB) leukemia cells; hit rate 9% among 78,000; AID 1794776; active = growth percent below 10
# * marks the source's active call; other numbers are inactive results; & = joins results of further samples.
SMILES,HL-60(TB)
CCOc1nc(OCC)c2cnn(C)c2n1,90.7
CC(C)n1cnc2c(Cl)ncnc21,93.6
CN1CCN(Cc2ccc(NC(=O)c3cncc(C#Cc4cnc(N)c5cccnc45)c3)cc2C(F)(F)F)CC1,-13.9*
O=C1N/C(=N/O)S/C1=C/c1cn(-c2ccccc2)nc1-c1ccccc1,117.1
CC(=O)O[C@H]1CC2CCC3C(CC[C@@]4(C)C3C[C@H]([N+]3(C)CCCCC3)[C@@H]4OC(C)=O)[C@@]2(C)C[C@@H]1[N+]1(C)CCCCC1 (stereo partly specified),108.6
CC(=O)c1c([Si](C)(C)C)c(C(=O)c2ccc(Br)cc2)n2ccc(C#N)cc12,85.7
O=C(Nc1nc(Cl)nc(Nc2ccc(N3CCOCC3=O)cc2)n1)c1ccc(Cl)s1,68.7
COc1ccc(C(=O)OC2C(OC3C(O)COC(O[C@H]4C[C@H]5[C@@H]6CC=C7C[C@@H](O)CC[C@]7(C)[C@H]6CC[C@]5(C)[C@H]4[C@H](C)C(=O)CCC(C)C)C3OC(N)=O)OCC(O)C2O)cc1 (stereo partly specified),-36.9*
C=CC(=O)NC(C)(C)C,92.4
O=C(/C=C/c1ccccc1)Cc1ccccc1,113.6
CC1(C2OCCO2)OCCO1,98.8
O=C(N/N=C/c1ccc(-c2cccc([N+](=O)[O-])c2)o1)c1[nH]c2ccc(Br)cc2c1-c1ccccc1,-36.5*
COc1ccc(/C=C2\CCCC3=C2N=C2SC=NN2C3c2ccc(OC)cc2)cc1 (stereo unspecified),112.3
COc1ccc(-n2cnc3c(N)nc(N)nc32)cc1,84.0
COC1=CC(=O)OC(c2ccc(OC)cc2)C1 (stereo unspecified),78.3
CC1(C)CC[C@]2(C(=O)O)CC[C@]3(C)C(=CC[C@@H]4[C@@]5(C)CC(=C/c6cccnc6)/C(=N/O)C(C)(C)[C@@H]5CC[C@]43C)[C@@H]2C1,58.3
CCOc1cc2c(c(OC)c1OCC)C(=O)N[C@@H]1[C@@H](O)[C@@H](O)[C@H](O)C[C@@H]21,86.8
CCOC(=O)/C=C/c1sc(-c2ccc(C)cc2)cc1N,89.5
O=C(Nc1cccc(Cl)c1)Oc1ccc(Cl)cc1Cl,100.1
O=C(Nc1ccc(-n2ccc3c(NC(=O)c4ccccc4)nccc32)cc1)Nc1ccc(Cl)c(Cl)c1,-16.4*

# Part of the list above, reformatted:
SMILES | HL-60(TB)
CC1(C2OCCO2)OCCO1 | 98.8
O=C(N/N=C/c1ccc(-c2cccc([N+](=O)[O-])c2)o1)c1[nH]c2ccc(Br)cc2c1-c1ccccc1 | -36.5*

# (cont.)
SMILES,HL-60(TB)
CC1SC(c2ccccc2F)N(NC(=O)C(O)(c2ccccc2)c2ccccc2)C1=O (stereo unspecified),97.5
O=C(NCCNc1nccc(Nc2ccc(S(=O)(=O)Nc3ccccn3)cc2)n1)c1ccco1,111.6
O=C(O)c1ccc(-n2cc(/C=N/Nc3ccc(Br)cc3)c(-c3ccc(F)c(F)c3)n2)cc1,29.6
Cc1cc(C)c(CCN(C)C)c(C)c1,103.7
C=CN(c1ccccc1)c1nc(=O)[nH]c(=O)[nH]1,108.5
CC(=O)N1c2ccccc2NC2=C(C(=O)N(C)C2(C)C)C1C (stereo unspecified),7.5*
COCCCN(Cc1cc(OC)c(OC)c(OC)c1)C(=S)Nc1cccc(SC)c1,93.1
CN1c2ccccc2Sc2cc(C3CCC(=O)N3c3ccc(Cl)cc3Cl)ccc21 (stereo unspecified),76.2
CC(=O)SC(CC(=O)O)C(=O)O (stereo unspecified),104.3
O=C1NN(C(=O)c2ccc(Cl)cc2)C(c2ccccc2)=N/C1=C\c1cn(-c2ccccc2)nc1-c1ccccc1,94.5
Cc1ccc(N2CCN(C(=S)c3ccc4c(c3)OCO4)CC2)cc1,90.4
CC(C)(O)CN(C(=O)c1ccccc1)C1CCCCC1,90.5
c1ccc(-n2cc(COc3ncnc4sc5c(c34)CCCC5)nn2)cc1,100.9
CCOC(=O)CN1CC(C)(C)N(CC(=O)OCC)CC1(C)C,108.4
O=C(O)c1ccc([N+](=O)[O-])cc1-c1cc([N+](=O)[O-])ccc1C(=O)O,104.9
O=C1CNN=C(Cn2nc(-c3ccccc3)c3ccccc3c2=O)N1,91.2
COc1ccccc1C(=O)NNC(=O)CSc1nc2c(c(=O)[nH]1)CCCC2,100.2
O=C1c2cccnc2C(=O)c2c1c(C(=O)OCCc1ccccn1)c1ccccn21,-19.5*
CC1(C)CC[C@]23CC[C@]4(C)[C@H](CC[C@@H]5[C@@]6(C)CCCNC(C)(C)[C@@H]6CC[C@]54C)[C@H]2[C@H]1OC3,-65.5*
N#CC1(C#N)C2CCCCC2(/C=N/Nc2ccccc2)C1(C#N)C#N (stereo unspecified),102.6

# Structures from the list above that contain sulfur, in the order listed:
SMILES,HL-60(TB)
O=C1N/C(=N/O)S/C1=C/c1cn(-c2ccccc2)nc1-c1ccccc1,117.1
O=C(Nc1nc(Cl)nc(Nc2ccc(N3CCOCC3=O)cc2)n1)c1ccc(Cl)s1,68.7
COc1ccc(/C=C2\CCCC3=C2N=C2SC=NN2C3c2ccc(OC)cc2)cc1 (stereo unspecified),112.3
CCOC(=O)/C=C/c1sc(-c2ccc(C)cc2)cc1N,89.5
CC1SC(c2ccccc2F)N(NC(=O)C(O)(c2ccccc2)c2ccccc2)C1=O (stereo unspecified),97.5
O=C(NCCNc1nccc(Nc2ccc(S(=O)(=O)Nc3ccccn3)cc2)n1)c1ccco1,111.6
COCCCN(Cc1cc(OC)c(OC)c(OC)c1)C(=S)Nc1cccc(SC)c1,93.1
CN1c2ccccc2Sc2cc(C3CCC(=O)N3c3ccc(Cl)cc3Cl)ccc21 (stereo unspecified),76.2
CC(=O)SC(CC(=O)O)C(=O)O (stereo unspecified),104.3
Cc1ccc(N2CCN(C(=S)c3ccc4c(c3)OCO4)CC2)cc1,90.4
c1ccc(-n2cc(COc3ncnc4sc5c(c34)CCCC5)nn2)cc1,100.9
COc1ccccc1C(=O)NNC(=O)CSc1nc2c(c(=O)[nH]1)CCCC2,100.2

# Next records:
SMILES,HL-60(TB)
C=C1CC[C@@H]2[C@](C)(COC(C)=O)[C@H](OC(C)=O)CC[C@@]2(C)[C@@H]1CC(C1=CCOC1=O)N1CCN(c2cc3c(cc2F)C(=O)C(C(=O)O)CN3C2CC2)CC1 (stereo partly specified),62.5
CC(C)Cc1ccc(C(C)C(=O)NCc2c[nH]c3ccc(Br)cc23)cc1 (stereo unspecified),82.8
Nc1nc(NC(=O)Nc2ccc(Cl)cc2)nn1-c1ccc(S(N)(=O)=O)cc1,97.9
CN(C)N1C(=O)c2c(Cl)c(Cl)c(Cl)c(Cl)c2C1=O,95.8
Cn1cnc2c1c(=O)[nH]c(=O)n2C,87.6&105.4
COc1ccc(Nc2ccnc(NCCCNc3ccnc4cc(Cl)ccc34)n2)cc1,-68.6*
CCCC(=O)Nn1c(N)cc2ccccc2c1=O,100.6
CN(C)CCCCCCN,99.3
Clc1cccc(-c2c[nH]c3ncnc(N4CCOCC4)c23)c1,100.7
CC(=O)OC1CC(n2cc(F)c(=O)[nH]c2=O)OC1CO (stereo unspecified),37.1
COc1cc(C(=O)Nc2cc(O)c(CC=C(C)C)c(O)c2)cc2c1O[C@]1(C)CC[C@@H](O)C(C)(C)[C@H]1C2,5.1*
CCCCC(=O)N(c1ccc(Nc2c3ccccc3nc3cc([N+](=O)[O-])ccc23)cc1)S(C)(=O)=O,68.3
O=C(C1=C(O)C(=O)N(Cc2cccnc2)C1c1cccc(Oc2ccccc2)c1)c1ccco1 (stereo unspecified),89.8
Oc1ccc(-c2nn(-c3ccccc3)cc2-c2nc3ccccc3[nH]2)cc1,96.9
CCOC(=O)c1cc2c(n1C)-c1c(cc(S(=O)(=O)c3ccccc3)c(=O)n1C)CCC2,93.8
CC12CCC(C(=O)C1)C1(C)CCCC(=O)C21 (stereo unspecified),71.2
Fc1cc(-c2ncc(-c3cc(F)c(F)c(F)c3)c(NC3CCCCCC3)n2)cc(F)c1F,97.4
N#CC(C#N)c1ccnc2ccccc12,77.1
Cn1c(N2CCOCC2)nc(-c2ccc([N+](=O)[O-])cc2)c(C#N)c1=O,112.6
O=C(NC1CCCCC1)c1ccccc1,96.4
COc1cc(/C=C/c2nc(Nc3ccc(S(=O)(=O)Nc4cc(C)on4)cc3)c3ccccc3n2)ccc1O,27.4
COCO[C@@H]1C[C@]23CC[C@@H]4[C@](C)(COC(=O)NCc5ccc(OC)cc5)CCC[C@@]4(C)[C@@H]2CC[C@@]1(C)C3,81.4
Cn1cc(-c2nn3cc(-c4ccncc4)nc3s2)c2cc(Cl)ccc21,-16.0*
C[C@H]1C[C@H]2[C@@H]3CC[C@](C)(O)[C@@]3(C)CC(=O)[C@]2(F)[C@@]2(C)CCC(=O)C=C12,88.7
CCCCCN(CCCCC)CCC[C@@H](C)[C@H]1CC[C@H]2[C@@H]3[C@H](OCCCN)C[C@@H]4C[C@H](OCCCN)CC[C@]4(C)[C@H]3C[C@H](OCCCN)[C@]12C,-16.8*
CCN(CC)CCCN(CCCc1ccccc1)Cc1ccccc1,71.7
O=c1[nH]cnc2[se]c3c(c12)CCCCC3,105.0
Cc1ccc(P(c2ccccc2)c2ccc(C)cc2)cc1,85.6
Cc1csc(/N=C(N)/N=C(\N)c2cccc(F)c2)n1,104.6
Cc1ccc2c(c1)C(=O)N(CNc1cc(Cl)ccc1Cl)C2=O,96.2
O=C(Nc1cccc(-n2cc(-c3ccncc3)c(-c3ccc(O)c(Cl)c3)n2)c1)c1ccc(Cl)c(Cl)c1,33.9
COc1ccc(N2CCN(C(=O)c3sc4nc(C)c(Br)c(C)c4c3N)CC2)cc1,95.7
CNC(=S)N(C)N,99.4
COc1cc(C2=N/C(=C\c3cc4ccccc4nc3Oc3ccccc3)C(=O)N2C(=N)N)cc(OC)c1OC,77.2
CC(=O)NC(C)c1ccccc1 (stereo unspecified),91.7
O=C1NC(=O)/C(=C/c2ccc(C3Oc4ccccc4C4CC(c5ccc(Cl)cc5)=NN43)cc2)S1 (stereo unspecified),98.7
CCCCCC1C(C)=CC(C)=C(C)C1(C)C[N+](C)(C)C (stereo unspecified),82.4
CC12CC(=O)C3C(CCC4CC=CCC43C)C1CCC2=O (stereo unspecified),140.9
COc1ccc(NC(=O)[C@@H](N)Cc2ccccc2)cc1C(=O)Nc1cccc(C2CC(=O)c3c(cc(OC)c(OC)c3OC)O2)c1 (stereo partly specified),1.0*
CCCCCCCCCCCCSC#N,108.4
COc1ccc2[nH]cc(-c3noc(C(=O)c4cn(C)c5ccccc45)n3)c2c1,81.0
CC(=O)/C(=C/n1c(=S)sc2ccccc21)C(=O)Nc1ccccc1,100.7
Cc1nc2nc[nH]c(=O)c2nc1C,108.8
CCOC(=O)OC(C#N)c1ccccc1 (stereo unspecified),102.4
CCCOC(=O)CC1(O)CCCCC1,102.9
N#Cc1c(-c2ccccc2)c2c(N)nn(-c3ccccc3)c2oc1=O,103.2
O=C1NC(c2ccc(C(F)(F)F)cc2)N=C2C(c3ccc(Cl)cc3)=NOC12 (stereo unspecified),100.3
CSc1nnc(C2=CC(=O)c3ccccc3C2=O)n1-c1ccc(Cl)cc1,28.6
COc1ccc(C(=O)NCC(C)C)cc1OC,96.8
O=C1CCC(C(=O)N/N=C/c2cc(F)ccc2F)N1 (stereo unspecified),99.2
COC(=O)c1ccc2[nH]c(O)c(C(=Nc3ccc(N(C)C(=O)CN4CCN(C)CC4)cc3)c3ccc(C)cc3)c2c1,-55.7*
COc1ccc(C2=Cn3c(CCC(=O)c4nc5ccccc5[nH]4)nnc3SC2)cc1,95.6
O=C(NC1CC1(c1ccccc1)c1ccccc1)c1ccccc1 (stereo unspecified),123.3
O=c1nc2s/c(=C\c3cccc(Cl)c3)c(=O)n2c2nc(-c3ccccc3)c(-c3ccccc3)nc12,93.8
O=C(CCCCC(=O)N/N=C\c1ccc(Cl)cc1)N/N=C\c1ccc(Cl)cc1,121.7
CCCCOc1ccc(C(=O)CCN2CCCCC2)cc1,110.6
O=S(=O)(NCCCNc1nccc(-c2c(-c3ccc(O)cc3)nc3sccn23)n1)c1ccc(C(F)(F)F)cc1,42.4
N/C(=N\C(N)=N\c1nc2ccccc2s1)c1cccnc1,82.9
COc1cc(CNC(=O)[C@]23CCC(C)(C)CC2C2=CCC4[C@@]5(C)CCC(OC(C)=O)C(C)(C)C5CC[C@@]4(C)[C@]2(C)CC3)ccc1OCc1cn(-c2ccc(C#N)cc2)nn1 (stereo partly specified),104.9
CC(C)(C)n1cc(-c2ccnc(NCCNS(=O)(=O)c3ccc(C(F)(F)F)cc3)c2)c(-c2ccccc2)n1,83.9
# Next part
SMILES,HL-60(TB)
CCCCCCNC(=O)Oc1ccc(/C(=C(\C)c2ccc(Cl)cc2)c2ccc(OCCN(C)C)cc2)cc1,-8.4*
O=C1c2ccccc2C(=O)c2c1ccc1[nH]c(CNCc3ccc(C(F)(F)F)cc3)nc21,98.1
CC(O)C(NC(=O)OCc1ccccc1)C(=O)O (stereo unspecified),67.8
CC(=O)c1cc2c(N)c(C(=O)Nc3cccc4cnccc34)sc2nc1C,103.3
Cc1cc(C)nc(Nc2ncc(C(=O)NCCc3c(C)[nH]c4ccccc34)cn2)c1,101.4
COc1cc(/C=C/c2cccnc2Nc2ccc(F)cc2)cc(OC)c1OC,69.5
COC(=O)c1cc2c(n1Cc1ccccc1)-c1oncc1CCC2,28.9
Cc1ccc(-c2cc(-c3ccccc3)n(-c3ccccc3)n2)cc1,98.5
CC(C)CC(NC(=O)CCc1nc2c(=O)[nH]c(=S)[nH]c2[nH]c1=O)C(=O)O (stereo unspecified),105.9
O=Cc1cccc2c([N+](=O)[O-])cccc12,62.3
C/C(=N\NC(=O)Nc1c(Cl)cccc1Cl)c1cc2ccccc2oc1=O,90.2
O=C(Cn1c2ccccc2c2ccncc21)N/N=C/c1ccncc1,67.8
CN(C)c1cc(NN=C(c2ccc(O)cc2)c2ccc(O)cc2)c([N+](=O)[O-])cc1[N+](=O)[O-],127.2
CC(=O)c1ccc(N=NN(C)C)cc1,101.7
O=C(NN=C1CCCCC1)C(=O)Nc1cccc(C(F)(F)F)c1,95.2
O=C(NNc1nc2cc(F)c(F)cc2n2cccc12)c1ncccn1,2.2*
FCCOc1ccc(CCC2CCCC(CCc3ccc(OCCF)cc3)N2)cc1 (stereo unspecified),102.2
COc1cc(C2=NN(C(C)=O)C(c3ccc(OC(C)=O)cc3)O2)c(OC(C)=O)c2ccccc12 (stereo unspecified),85.7
O=S(=O)(NCCCNc1nccc(-c2c(-c3cccc(F)c3)nc3sccn23)n1)c1ccc(Br)cc1,75.9

# Not all compounds are listed; count on the stated rates, not on these rows.
